# Compound activity (PubChem BioAssay)
# H9c2 TAG inh – reduces triacylglycerol accumulation in H9c2 cells; Nile Red lipid (TAG) fluorescence; cells loaded with 200 µM oleic acid; inhibition, % at 12.5 µM; actives 0.66% (n = 230,000);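 active = pattern-corrected inhibition of lipid staining of at least 50% with the nuclear-stain viability signal not falling by more than 50%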;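 note: 0% = DMSO wells and 100% = triacsin C control wells; some results filed as inactive read as strong as hits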
# H9c2 TAG inh DAPI viability – further read-out of H9c2 TAG inh, marked with its call; DAPI nuclei signal change (viability), lower = more cytotoxic, %;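 whole-well DAPI fluorescence read on a plate reader as a viability signal; minus 50 percent equals half of cells still viable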
# An asterisk follows results filed as active. This is a subset; the hit share may differ from the screen's.
SMILES,H9c2 TAG inh,H9c2 TAG inh DAPI viability
CC1(C(=O)NS(=O)(=O)c2ccccc2Cl)CCN1C(=O)c1ccccc1CCc1ccccc1 (stereo unspecified),2,-3
O=C(Oc1ccc2ccccc2c1)c1ccco1,7,1
Cc1cc(C(=O)COc2cccnc2[N+](=O)[O-])c(C)n1Cc1cccs1,-16,8
O=C(Nc1nc(-c2ccncc2)cs1)c1ccco1,9,-16
COc1ccc(C)cc1NC(=O)C1CC(=O)N(Cc2ccco2)C1 (stereo unspecified),-9,14
O=C1NC2(CCCCCC2)N=C1c1ccc(F)cc1,-19,2
O=C(COC(=O)/C=C/c1ccccc1)NCCc1ccc(F)cc1,9,5
Cc1c(C(=O)N2CCc3ccccc3C2)oc2ccccc12,-7,-9
CC(=O)N1N=C(c2ccco2)CC1c1ccco1 (stereo unspecified),-16,2
CN(CC1CCCN(CCc2ccc(Cl)cc2)C1)C(=O)c1ccco1 (stereo unspecified),7,-1
N#CC(CCc1ccccc1[N+](=O)[O-])(CCc1ccccc1[N+](=O)[O-])C(N)=O,-6,-4
COc1ccc(S(=O)(=O)N2CCCCC2)cc1NC(=O)c1cnc(C)cn1,-25,-6
CC1=NN(c2ccc(C)c(C)c2)C(=O)C1C(c1cccc(O)c1)C1C(=O)N(c2ccc(C)c(C)c2)N=C1C (stereo unspecified),4,6
Nc1cc(SCc2ccc([N+](=O)[O-])cc2)ncn1,-9,5
O=C(O)CS(=O)CC(=O)Nc1cccc(C(F)(F)F)c1 (stereo unspecified),-1,7
CCOC(=O)c1c(C)oc2cc(Sc3ccccc3)c(O)c(O)c12,-42,2
CC(C)C(NC(=O)c1ccccc1NC(=O)c1ccco1)C(=O)NNC(=O)c1ccncc1 (stereo unspecified),2,5
CCn1c(SCC(=O)Nc2nonc2C)nnc1-c1ccoc1C,21,-12
Cc1ccc(CN(C)C(=O)c2ccccc2NC(=O)c2ccccc2)o1,0,1
O=C(COC(=O)C1CCN(S(=O)(=O)c2ccc3c(c2)OCCO3)CC1)Nc1ccccc1OC(F)F,-6,3
O=C(Cc1ccc(S(=O)(=O)N2CCOCC2)s1)NCCOc1ccccc1,13,-2
Cc1nn(C2CCS(=O)(=O)C2)c2nc(C3CC3)cc(C(=O)Nc3cccc(C#N)c3)c12 (stereo unspecified),12,-2
COC(=O)Cc1cc(=O)[nH]c(/N=C(\N)Nc2cccc(C)c2)n1,5,-2
COc1ccc(C(=O)Nc2nnc(SCC(=O)NCC3CCCO3)s2)cc1OC (stereo unspecified),-10,8
C=CCc1ccccc1Oc1cc(F)nc(N)n1,-4,-2
Cc1cc(Br)ccc1OCC(=O)N1CCCCCC1,17,-9
CC1CN(C)C(C)C/C1=N\Oc1ccc([N+](=O)[O-])cc1 (stereo unspecified),10,-5
O=CN1CCc2scc[n+]2-c2ccccc21,16,-1
CCOc1ccccc1OCCCC(=O)N1CCN(S(=O)(=O)c2ccc(C)cc2)CC1,-16,-1
Cc1ccc(P(=O)(CSC(=N)N)c2ccc(C)cc2)cc1,9,1

# Arranged by length of the SMILES (lowest first): 20 of the compounds above
SMILES,H9c2 TAG inh,H9c2 TAG inh DAPI viability
O=CN1CCc2scc[n+]2-c2ccccc21,16,-1
Cc1cc(Br)ccc1OCC(=O)N1CCCCCC1,17,-9
CC(=O)N1N=C(c2ccco2)CC1c1ccco1 (stereo unspecified),-16,2
O=C1NC2(CCCCCC2)N=C1c1ccc(F)cc1,-19,2
Nc1cc(SCc2ccc([N+](=O)[O-])cc2)ncn1,-9,5
CCn1c(SCC(=O)Nc2nonc2C)nnc1-c1ccoc1C,21,-12
Cc1ccc(P(=O)(CSC(=N)N)c2ccc(C)cc2)cc1,9,1
O=C(COC(=O)/C=C/c1ccccc1)NCCc1ccc(F)cc1,9,5
COc1ccc(C)cc1NC(=O)C1CC(=O)N(Cc2ccco2)C1 (stereo unspecified),-9,14
CN(CC1CCCN(CCc2ccc(Cl)cc2)C1)C(=O)c1ccco1 (stereo unspecified),7,-1
Cc1ccc(CN(C)C(=O)c2ccccc2NC(=O)c2ccccc2)o1,0,1
O=C(Cc1ccc(S(=O)(=O)N2CCOCC2)s1)NCCOc1ccccc1,13,-2
COC(=O)Cc1cc(=O)[nH]c(/N=C(\N)Nc2cccc(C)c2)n1,5,-2
COc1ccc(S(=O)(=O)N2CCCCC2)cc1NC(=O)c1cnc(C)cn1,-25,-6
CCOc1ccccc1OCCCC(=O)N1CCN(S(=O)(=O)c2ccc(C)cc2)CC1,-16,-1
CC(C)C(NC(=O)c1ccccc1NC(=O)c1ccco1)C(=O)NNC(=O)c1ccncc1 (stereo unspecified),2,5
N#CC(CCc1ccccc1[N+](=O)[O-])(CCc1ccccc1[N+](=O)[O-])C(N)=O,-6,-4
Cc1nn(C2CCS(=O)(=O)C2)c2nc(C3CC3)cc(C(=O)Nc3cccc(C#N)c3)c12 (stereo unspecified),12,-2
O=C(COC(=O)C1CCN(S(=O)(=O)c2ccc3c(c2)OCCO3)CC1)Nc1ccccc1OC(F)F,-6,3
CC1=NN(c2ccc(C)c(C)c2)C(=O)C1C(c1cccc(O)c1)C1C(=O)N(c2ccc(C)c(C)c2)N=C1C (stereo unspecified),4,6

# (cont.)
SMILES,H9c2 TAG inh,H9c2 TAG inh DAPI viability
O=C(Nc1ccccc1)C12CC3CC(C1)CC(n1cnc([N+](=O)[O-])n1)(C3)C2,-17,7
Cc1onc(-c2ccccc2)c1CNS(=O)(=O)c1cccc(Br)c1,-5,11
CN(C)CCCN(C(=O)c1ccc(S(=O)(=O)N(C)Cc2ccccc2)cc1)c1nc2c(F)cccc2s1,2,5
COc1ccc(CCN2CC34C=CC(O3)C(C(=O)NCc3ccccc3Cl)C4C2=O)cc1OC (stereo unspecified),6,-21
CN(C)S(=O)(=O)c1ccc(NC(=O)CSc2nnc(-c3ccco3)o2)cc1,-20,3
O=C(CN1CCCC1)N1c2ccccc2Sc2ccccc21,2,-2
COc1ccc(NC(C)=O)cc1S(=O)(=O)NC(C)c1ccc(-n2ccnc2)cc1 (stereo unspecified),3,3
CC1CCN(CC(=O)c2c[nH]c3ccccc23)CC1,6,-9
COc1cc(OC)cc(-c2c(C#Cc3ccsc3)c3cc(-c4ccc(SC)cc4)ccc3n2C)c1,-3,117
Cc1ccc(S(=O)(=O)NCC(=O)OCC(=O)NCc2cccs2)cc1,-2,10

# Pulled by structure from the entries so far (2):
SMILES,H9c2 TAG inh,H9c2 TAG inh DAPI viability
CN(C)CCCN(C(=O)c1ccc(S(=O)(=O)N(C)Cc2ccccc2)cc1)c1nc2c(F)cccc2s1,2,5
O=C(Nc1ccccc1)C12CC3CC(C1)CC(n1cnc([N+](=O)[O-])n1)(C3)C2,-17,7

# Later entries
SMILES,H9c2 TAG inh,H9c2 TAG inh DAPI viability
CC(C)C(NC(=O)C1CCCCC1)C(=O)Nc1ccc2c(c1)OCCO2 (stereo unspecified),2,1
COc1cccc(-c2sc3ccccc3c2-c2ccc(OCCN3CCCC3)cc2)c1,15,-3
CSc1ccc(/C=C(\C(=O)O)c2ccc(S(=O)(=O)N3CCCC3)s2)cc1,-4,2
CC(=O)c1ccc(NC(=O)Nc2ccc3c(c2)N(C)C(=O)CS3)cc1,6,-3
CC1(C(=O)NCc2cccc3ccccc23)CCN1C(=O)C1(c2ccccc2)CC1 (stereo unspecified),3,5
Nc1ccccc1SCc1c(Cl)cccc1Cl,1,4
Cc1ccc(NC(=S)NCCc2c[nH]c3ccccc23)cc1,8,3
CCOC(=O)N(C)C[C@@H]1OCc2cnnn2CCCC(=O)N([C@H](C)CO)C[C@@H]1C,15,-8
Oc1ccccc1O,25,-16
CN(C)c1cc[n+](CC(=O)Nc2c(Cl)cc(Cl)cc2Cl)cc1,-1,13
Cn1cccc1C(=O)OCC(=O)NC(=O)c1ccc(Cl)cc1,7,-2
